Screening results (PubChem BioAssay)
M4 PAM = potentiates acetylcholine response at human M4 receptor. CHO-K1 hM4/Gqi5, Fluo-8 calcium fluorescence, ACh EC20; 0% = ACh EC20, 100% = maximal ACh. AID 624126. 360,000 tested, 0.4% active. activation, % at 3 µM;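 active = activation above its plate's cutoff, the mean activation of sample wells plus 3 SD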; note: some results filed as inactive read as strong as hits
Target sequence (P08173 whole entry, looked up): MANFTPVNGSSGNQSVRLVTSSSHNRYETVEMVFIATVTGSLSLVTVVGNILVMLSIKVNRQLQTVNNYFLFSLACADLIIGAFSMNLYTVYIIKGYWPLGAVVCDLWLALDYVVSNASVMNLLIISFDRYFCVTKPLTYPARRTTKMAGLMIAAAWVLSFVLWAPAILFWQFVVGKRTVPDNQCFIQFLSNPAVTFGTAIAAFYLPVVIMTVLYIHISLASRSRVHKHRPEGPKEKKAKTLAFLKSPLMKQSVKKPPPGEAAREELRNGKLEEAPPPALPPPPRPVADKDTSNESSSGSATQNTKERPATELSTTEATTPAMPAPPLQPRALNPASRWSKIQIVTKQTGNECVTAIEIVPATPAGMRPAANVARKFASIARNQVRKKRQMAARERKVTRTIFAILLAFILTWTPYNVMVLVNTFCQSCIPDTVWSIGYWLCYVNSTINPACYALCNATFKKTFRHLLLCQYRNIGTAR
PHOSPHO1 block = PHOSPHO1 (human) inhibition; recombinant PHOSPHO1, absorbance phosphatase assay; inhibition, % at 13.3 µM; 290,000 tested, 1.1% active; in the data active = inhibition above about 60%
Target sequence (Q8TCT1 whole entry, looked up): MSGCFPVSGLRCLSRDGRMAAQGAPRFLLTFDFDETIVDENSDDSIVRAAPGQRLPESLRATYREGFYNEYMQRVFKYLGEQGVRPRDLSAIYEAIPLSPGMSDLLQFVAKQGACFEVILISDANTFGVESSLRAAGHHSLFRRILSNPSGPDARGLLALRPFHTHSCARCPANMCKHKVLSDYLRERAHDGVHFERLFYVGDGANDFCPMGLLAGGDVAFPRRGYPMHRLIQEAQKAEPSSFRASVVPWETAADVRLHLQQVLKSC
IDE cell inh = inhibitors of human insulin-degrading enzyme in cells; HEK cells, FAbetaB cleavage, fluorescence polarization; P14735; 320,000 tested, 0.41% active; inhibition, % at 5.59 µM;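 active = percent inhibition above the average of all tested compounds plus 3 SD, set per screening campaign, cut at about 16% in these data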;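 note: IDE supplied by intact live HEK cells; FP after avidin binding of uncleaved biotin substrate so inhibition keeps polarization high; 0% = DMSO wells and 100% = 60 µM reference IDE inhibitor Ii1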
MEKK3 PB1 HTS = modulators (inhibitors or enhancers) of MEK5 binding to human MEKK3 PB1 domain | Q99759 | bead-based flow cytometry, Alexa488-MEK5 binding to MEKK3; actives lie on both sides; 0 = blocked by unlabeled MEK5, 100 = vehicle | binding response (% of control), % at 10 µM | 290,000 tested, 1.4% active;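 active = binding response more than 3 SD above or below the average of its plate-row segment, actives on both sides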;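 note: Alexa488 bead fluorescence after subtracting the streptavidin-only scavenger bead signal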
CRFR2-BP ag = agonists of human CRF-binding protein/CRF-R2 receptor complex. 350,000 tested, 0.46% active. AID 588473. HEK293 CRF-R2/CRF-BP, calcium dye fluorescence (FLIPR); percent of saturating CRF peptide response. activation, % at 13.2 µM;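 active = activation of at least 50%, plus an integration ratio under a set limit after plate pattern correction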;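 note: plate controls were neutral control wells without compound for no effect and CRF at EC100 for full effect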
GalR3 antag = human GalR3 antagonism | O60755 | HEK293 GalR3-CNG cAMP membrane potential fluorescence; galR3 body fused to GalR1 C-terminus | inhibition, % at 3 µM | 360,000 tested, 0.44% active;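 active = inhibition above the screen-wide average plus 3 SD, cut at about 13% in these data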;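 note: forskolin and galanin both at EC90 stimulate the cells; cAMP rise reported by CNG channel membrane potential dye signal; 0% = forskolin plus galanin with DMSO and 100% = forskolin alone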
Target sequence (O60755 1-299 limits assumed): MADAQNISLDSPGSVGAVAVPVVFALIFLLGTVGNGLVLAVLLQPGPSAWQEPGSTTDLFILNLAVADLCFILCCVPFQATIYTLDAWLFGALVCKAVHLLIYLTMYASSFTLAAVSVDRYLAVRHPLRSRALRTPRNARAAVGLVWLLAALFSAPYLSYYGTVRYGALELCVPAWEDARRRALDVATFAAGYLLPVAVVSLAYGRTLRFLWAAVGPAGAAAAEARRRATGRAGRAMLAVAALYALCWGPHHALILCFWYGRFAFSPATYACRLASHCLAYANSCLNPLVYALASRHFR
CRFBP-R2 block = CRF-BP/CRF-R2 complex antagonism; HEK293 CRF-R2/CRF-BP, CRF-induced calcium fluorescence; inhibition, % at 11.8 µM; 350,000 tested, 0.59% active;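 active = inhibition of the ligand-induced calcium signal above about 50% at the single tested concentration, limit read from the data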
IDE act = activators of human insulin-degrading enzyme in cells; HEK cells, FAbeta-B cleavage, fluorescence polarization; 0% vehicle, 100% cell-free pure enzyme wells; activation, % at 5.96 µM; 340,000 tested, 0.073% active; AID 493087;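 active = activation above the mean of all tested compounds plus 3 SD, set per screening campaign, cut at about 17% in these data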
pCIP destab = lowers stability of the mouse p/CIP coactivator protein | decrease of EGFP signal, % at 10 µM | AID 1984 | Q05BA5 | 290,000 tested, 0.01% active | F442A p/CIP-EGFP cells, EGFP fluorescence, 16 h;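 active = EGFP signal decrease of at least 30% at 10 µM or well 3 SD below plate mean, unless failing retest; inactive = the rest, including hits failing retest or dose response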; note: some compounds called inactive have numbers as strong as hits; many of its hits are not listed in these tables
Active calls of the source: *; . = no result given; [ ] = dose if it differs, or a comment.

compound	M4 PAM	PHOSPHO1 block	IDE cell inh	MEKK3 PB1 HTS	CRFR2-BP ag	GalR3 antag	CRFBP-R2 block	IDE act	pCIP destab
Cn1ncc(Cl)c(Oc2ccc(C(C)(C)C)cc2)c1=O	-4.5	-22.0	0.5	106.0	-0.1	-2.4	-16.8	-0.3	-12.1
O=C(COC(=O)C1=COCCO1)Nc1ccc2c(c1)OCO2	7.8	11.8	-0.1	97.0	0.0	1.2	1.1	3.6	10.0
Cc1ccc(Sc2cc(C(F)(F)F)nc(N(C)C)n2)cc1	2.7	29.0	0.2	108.0	-0.9	-6.0	-18.1	7.0	-6.2
CC1CCc2sc3nc(N4CCN(CCO)CC4)n4ncnc4c3c2C1 (stereo unspecified)	-13.7	22.6	-2.5	89.0	1.1	1.2	1.5	2.9	-17.5
CC(=O)Nc1ccc2c(=O)n(-c3ccccc3)sc2c1	-1.5	.	.	.	6.7	2.0	-4.1	.	.
COc1ccc(C(=O)NCc2nnc(SCC(=O)N3CCCC3)o2)cc1OC	10.8	-17.6	3.0	102.0	0.0	-1.1	-7.9	6.5	-1.6
COC(=O)C1C(=O)NCC1c1ccc(C)cc1 (stereo unspecified)	3.4	6.3	5.2	101.0	-1.1	-5.4	7.6	5.2	-4.7
COc1cccc(/C=C/C(=O)OCC(=O)NCC2CCCO2)c1OC (stereo unspecified)	-6.2	-6.0	2.7	96.0	-1.8	-2.4	-0.2	3.6	-10.7
Cc1c(NC(=O)C(C)OC(=O)c2cc(Cl)nc(Cl)c2)c(=O)n(-c2ccccc2)n1C (stereo unspecified)	-4.4	-24.5	-2.2	97.0	-1.6	-2.5	-18.9	5.4	2.4
COc1cccc(C(=O)NC2CCNCC2)c1	-0.4	24.7	-7.7	101.0	1.3	-4.3	-6.2	1.7	-10.9
COc1cccc(N2CC(C(=O)Nc3nnc(SCCC4OCCO4)s3)CC2=O)c1 (stereo unspecified)	-1.2	2.8	0.9	104.0	-0.4	-2.7	6.5	-2.5	-11.2
C/C(=N/NS(=O)(=O)c1ccc(C)c(C)c1)c1c[nH]c2ccccc12	-6.6	-22.6	.	101.0	-0.6	-6.7	-9.0	4.5	2.7
COc1ccc(C(=O)NC2CCCc3c2cnn3-c2ccccc2F)o1 (stereo unspecified)	2.8	6.8	-10.9	105.0	0.6	1.2	-5.1	0.1	-54.7
O=C(CSc1ccccc1)Nc1ccc2sccc2c1	-2.6	26.3	3.8	103.0	-1.5	-1.0	4.5	4.5	-1.6
Cc1nc2ccccn2c1-c1ccnc(SCc2ccc(Cl)cc2)n1	2.8	18.9	0.4	87.0	-0.1	-6.5	-2.8	2.9	1.9
COCCN(C(=O)CSc1nnc(-c2cccc(F)c2)n1N)c1c(N)n(CC(C)C)c(=O)[nH]c1=O	-0.9	24.0	2.1	100.0	-2.0	-2.0	-7.3	1.4	-4.6
CCC(=O)Nc1ccc2nc(C)n(Cc3ccccc3Cl)c(=O)c2c1	1.6	-1.1	1.2	94.0	1.2	-2.8	-35.1	3.0	0.0
O=C(N1CCCCCC1)N1CCN(C(=O)N2CCCCC2)CC1	-2.2	-18.5	-0.2	107.0	0.4	1.4	-10.3	-2.0	4.2
O=C(Oc1ccc(Nc2ncnc3ccccc23)cc1)c1cccnc1	-4.5	29.5	.	99.0	1.1	-3.0	-9.3	0.4	4.6
Cc1ccc(N2C(=O)C(CC(=O)Nc3cccc(F)c3)N(C3CC3)C2=O)cc1 (stereo unspecified)	-6.7	36.7	-6.0	99.0	-5.0	.	-8.6	9.0	-5.7
c1ccc(-n2cnc3cc(NCc4cccs4)ccc32)cc1	8.1	21.6	2.2	98.0	-3.2	-9.8	-9.5	-1.6	-3.8
Cc1ccc(OC(=O)C2c3ccccc3Oc3ccccc32)cc1C	-14.7	-4.0	0.4	106.0	12.9	-4.1	-4.7	2.9	-8.3
c1cncc(CSc2ccc(-c3cccnc3)nn2)c1	4.9	-28.8	0.7	116.0	-0.4	1.6	8.4	6.0	8.1
COc1ccc(CNC(=O)CC2C[C@H](C(=O)N3CCOCC3)[C@@]3(C)c4[nH]c5ccccc5c4CCN3C2=O)cc1OC (stereo partly specified)	4.9	.	-2.4	.	-0.8	-6.8	9.3	1.3	.
CCCc1ccc(S(=O)(=O)NCCc2ccncc2)cc1	-7.4	-3.3	-5.2	93.0	-1.0	-7.5	2.2	-0.5	2.1
COc1cc(C(=O)Oc2ccccc2N)cc(OC)c1OC	0.1	5.7	3.6	102.0	-0.5	-1.5	-11.4	2.1	-9.2
CC(C)CCn1nnnc1C(c1ccccc1)N1CCC(C(N)=O)CC1 (stereo unspecified)	-2.7	-13.6	3.3	96.0	0.1	-6.0	-1.7	4.0	-15.7
COc1ccc(N2CCN(C(CNC(=O)C(=O)NCc3ccncc3)c3ccco3)CC2)cc1 (stereo unspecified)	2.5	34.1	-2.4	74.0	1.2	-8.0	7.5	2.0	0.7
COc1ccc(Nc2nc(-c3c(C)nc4ncccn34)cs2)cc1	10.9	-28.4	.	97.0	0.5	9.5	-9.8	-3.1	-1.6
CCOC(=O)C1=C2c3ccc4ccccc4c3CC(C)(C)N2C(=O)C1=O	0.6	-27.0	1.2	106.0	2.9	1.0	25.1	-6.1	-11.4

In the list so far, these contain a thiophene ring, fused or not.
compound	M4 PAM	PHOSPHO1 block	IDE cell inh	MEKK3 PB1 HTS	CRFR2-BP ag	GalR3 antag	CRFBP-R2 block	IDE act	pCIP destab
CC1CCc2sc3nc(N4CCN(CCO)CC4)n4ncnc4c3c2C1 (stereo unspecified)	-13.7	22.6	-2.5	89.0	1.1	1.2	1.5	2.9	-17.5
O=C(CSc1ccccc1)Nc1ccc2sccc2c1	-2.6	26.3	3.8	103.0	-1.5	-1.0	4.5	4.5	-1.6
c1ccc(-n2cnc3cc(NCc4cccs4)ccc32)cc1	8.1	21.6	2.2	98.0	-3.2	-9.8	-9.5	-1.6	-3.8

Later entries
compound	M4 PAM	PHOSPHO1 block	IDE cell inh	MEKK3 PB1 HTS	CRFR2-BP ag	GalR3 antag	CRFBP-R2 block	IDE act	pCIP destab
COc1ccc(C(=O)O/N=C(/c2ccccc2)c2ccncc2)cc1OC	-12.9	-7.7	-0.1	92.0	-1.4	-2.3	0.9	3.8	6.0
Cc1nnc(NC(=O)c2sc3ccccc3c2Cl)s1	5.7	-1.6	0.3	98.0	-0.3	-5.9	-17.8	9.1	-7.4
CSc1cnn(-c2ccccc2)c(=O)c1SC	6.8	0.5	-3.1	103.0	-2.4	-8.2	10.8	4.4	-9.2
C[C@H](NC(=O)C1CC(=O)N(c2ccc3c(c2)OCCO3)C1)C(=O)N1CCC(C(=O)O)CC1 (stereo partly specified)	3.5	-19.6	-0.4	101.0	-1.2	-6.4	12.7	1.6	-19.3
O=C1CC(c2ccccc2)CC(O)=C1C=NCCCN1CCOCC1 (stereo unspecified)	-0.8	-16.7	0.0	81.0*[inhibitor]	-1.7	-2.4	12.3	-3.3	-8.2
CCN(CC(=O)Nc1ccc2c(c1)OCCO2)Cc1cc(=O)oc2c(C)c(C)ccc12	-5.2	9.5	6.1	102.0	-3.8	-3.1	-13.6	2.2	-0.6
Cc1[nH]n(-c2ccccc2)c(=O)c1N=Nc1ccc2c(c1)OCCO2	5.0	-20.9	3.3	113.0	-1.1	-3.2	7.3	2.1	14.7
CC(=O)N1c2ccc(S(=O)(=O)NCCC(=O)NCCc3ccc(Cl)cc3)cc2CC1C (stereo unspecified)	-7.9	14.6	6.0	104.0	2.4	-7.7	0.5	-1.6	-3.9
CCOC(=O)N1CCN(C(=O)COc2cc(=O)n(C)c3ccccc23)CC1	-7.2	0.1	-3.4	98.0	-1.8	0.1	2.5	-1.9	-12.3
COc1ccc2[nH]c(=O)c(CN(C)C(=O)COc3ccccc3)cc2c1	1.0	-3.8	-2.7	89.0	-0.6	-0.3	-2.5	1.1	-2.0
Cc1ccc(OCCCC(=O)NCc2ccco2)cc1	11.5	42.0	0.1	99.0	-1.1	-6.9	13.9	-0.3	0.5
COC(=O)C1=NN(c2cccc(C)c2)C2C(=O)N(c3ccccc3OC)C(=O)C12 (stereo unspecified)	1.9	-2.0	2.3	99.0	-0.7	-5.5	12.8	0.5	-11.6
CCn1cc(Cl)c(C(=O)Nc2cccc(CN3CCOCC3)c2)n1	5.8	17.0	.	100.0	4.5	-1.5	-9.5	0.1	14.8
Cc1ccccc1CNCc1cccnc1	4.7	2.6	3.0	90.0	-3.5	2.2	47.0	5.1	5.1
C#CCOCCOCCOCCNc1nc(N2CCOCC2)nc(N2CCN(C(=O)[C@H]([C@@H](C)O)n3cc(CCCCN)nn3)CC2)n1	7.1	8.4	-0.6	100.0	-0.7	-2.5	8.5	7.4	0.6
COC(=O)c1ccc(C(=O)OC)c(NC(=O)c2cnc3n(c2=O)CCS3)c1	9.4	-18.3	-4.5	100.0	1.8	-3.3	-9.3	3.8	-0.9
O=c1oc2ccccc2cc1-c1nc2c(s1)CCc1ccccc1-2	-1.8	5.7	1.3	92.0	22.1	-4.7	-66.1	5.0	1.8
COc1ccc(C(=O)Nc2ccc(O)c3c(=O)cc(-c4cccc(Cl)c4)oc23)cc1	2.5	-0.6	1.6	83.0	-1.3	-2.7	8.1	3.9	-2.7
CN(C)CC(CCCCC(CN(C)C)C(=O)c1ccccc1)C(=O)c1ccccc1 (stereo unspecified)	-7.8	-0.5	4.3	104.0	-0.4	-6.9	-1.8	1.2	-3.1
CCN(CC)CCNC(=O)c1ccc(N)cc1	-13.1	-11.2	2.5	89.0	-2.0	.	-4.3	7.6	-1.0
CCN(Cc1ccccc1)CC(O)COc1ccccc1 (stereo unspecified)	4.4	4.2	-2.4	111.0	1.8	-3.1	-11.8	-0.3	-16.5
CC1C/C(=N\NC(=S)NCc2ccccc2)CC(C)(C)C1 (stereo unspecified)	5.6	75.5*	4.5	101.0	1.4	-5.4	6.5	1.2	-10.6
O=S(=O)(CCN1CCN(c2ccccn2)CC1)c1ccc(Cl)cc1Cl	-6.5	48.3	2.3	104.0	-1.3	-4.1	-6.7	6.7	-1.9
CC(C)c1ccc2[nH]c(O)c(N=NC(=O)c3cccc(S(=O)(=O)N4CCCCC4)c3)c2c1	8.1	-2.8	1.3	100.0	0.6	-7.1	-0.1	6.3	1.9
NC(=O)CNc1n[nH]c(=S)[nH]c1=O	-1.7	28.1	2.3	92.0	-2.5	-1.2	11.7	4.9	0.5
COc1cc(NC(=O)CSc2nnc3ccccn23)cc(OC)c1	6.9	.	1.7	.	1.9	-0.9	-5.9	0.9	.
CS(=O)(=O)N1CCC2CC1c1cc(-c3ccccc3)ccc12 (stereo unspecified)	1.9	.	.	.	-3.2	-6.2	-9.8	3.0	.
COc1cccc(N/C(SCc2ccccc2F)=C(/C#N)C(=O)NCc2cccs2)c1	-24.6	8.4	-3.8	120.0	-1.3	-11.6	16.4	2.8	-7.3
COc1ccc(/C=C2/N=C(SC3CCOC3=O)N(c3cccc(OC)c3)C2=O)cc1 (stereo unspecified)	-0.4	0.8	1.8	97.0	-1.7	0.0	6.9	3.5	-4.6
CC(C)CCNC(=O)NC(=O)COC(=O)/C=C/c1cnc2ccccc2n1	10.4	4.8	-2.1	.	-2.1	-3.5	3.9	0.3	-10.5
Cc1ccc(C(=O)OCC(=O)Nc2cc(Cl)ccc2C#N)o1	8.1	.	.	.	-0.3	-4.2	-19.7	.	.
